High-throughput results as filed in PubChem.
TCR-CD3 inh – blocks the human TCR-CD3 interaction; TAMRA-labeled TCR probe fluorescence, biochemical; inhibition, % at 9.4 µM; 0.37% of 360,000 active; in the data active means inhibition above about 19%;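 further: recombinant mutant TCR 2C K166C tagged with TAMRA read by polarization; 0% = receptor in buffer alone and 100% = receptor with positive control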
HTRA1 inhibitor – blocks human HTRA1 serine peptidase; 0.5% of 340,000 active; recombinant HTRA1, FP-rhodamine activity-based probe, fluorescence polarization; inhibition, % at 5.96 µM; Q92743; in the data active means inhibition above about 36%;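 further: 0% = enzyme with DMSO and 100% = wells lacking enzyme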
PRMT1 FP inh – inhibitors of human PRMT1 | 1.3% of 370,000 active | Q99873 | inhibition, % at 2.79 µM | recombinant PRMT1, activity-based probe fluorescence polarization;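 active means inhibition above about 21% made by adding two undisclosed values, limit read from the data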
Target sequence (Q99873 whole entry, looked up): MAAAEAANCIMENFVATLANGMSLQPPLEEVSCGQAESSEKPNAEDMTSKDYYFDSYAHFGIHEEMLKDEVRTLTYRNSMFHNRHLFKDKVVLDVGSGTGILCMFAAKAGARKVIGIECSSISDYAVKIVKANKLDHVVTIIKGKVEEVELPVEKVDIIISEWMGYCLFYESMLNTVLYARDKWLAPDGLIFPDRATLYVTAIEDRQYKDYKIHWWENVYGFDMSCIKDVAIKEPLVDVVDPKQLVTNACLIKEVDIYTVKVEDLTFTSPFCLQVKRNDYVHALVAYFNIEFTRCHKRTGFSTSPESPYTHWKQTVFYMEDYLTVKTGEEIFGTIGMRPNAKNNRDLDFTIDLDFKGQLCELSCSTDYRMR
Tn7 DDE FP – disrupts Tn7 cyclic peptide binding to fibrin D-Dimer-E complex. 0.13% of 370,000 active. FP displacement of FITC-Tn7 peptide from fibrin DD(E); 0% = median of compound wells per plate. inhibition, % at 8.3 µM. P02675;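 active means inhibition above the mean of compounds falling within the control limits plus 3 SD of them, cut at about 14% in these data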;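 further: 0% = plate median of compound wells and 100% = 10 µM Aha-Tn7 peptide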
Target sequence (P02675 whole entry, looked up): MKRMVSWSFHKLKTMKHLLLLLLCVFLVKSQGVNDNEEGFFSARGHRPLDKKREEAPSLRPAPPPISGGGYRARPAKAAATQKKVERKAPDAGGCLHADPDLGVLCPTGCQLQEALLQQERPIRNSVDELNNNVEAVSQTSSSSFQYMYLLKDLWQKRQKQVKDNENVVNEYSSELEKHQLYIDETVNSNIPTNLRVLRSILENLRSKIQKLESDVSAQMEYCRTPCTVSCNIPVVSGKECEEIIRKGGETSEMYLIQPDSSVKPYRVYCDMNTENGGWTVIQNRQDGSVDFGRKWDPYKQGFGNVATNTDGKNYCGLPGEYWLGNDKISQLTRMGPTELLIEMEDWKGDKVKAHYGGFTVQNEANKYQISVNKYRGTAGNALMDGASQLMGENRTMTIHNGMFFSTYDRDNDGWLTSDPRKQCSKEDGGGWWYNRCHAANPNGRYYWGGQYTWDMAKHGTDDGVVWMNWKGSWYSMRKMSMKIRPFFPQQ
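Assay system: Fibrin-DD(E) protein isolated from polymerized human fibrin clots; read-out basis: percent inhibition; medium: Tris/NaCl/CaCl2 buffer, pH 7.8; signal: FP measurement; incubation: 10 min plus 3 h, room temperature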
UHRF1 MBD2 ctr – human UHRF1 methylated DNA binding inhibitors; AID 687016; inhibition, % at 4.4 µM; UHRF1 binding to methylated oligo, TR-FRET; 0.75% of 370,000 active; Q96T88; in the data active means inhibition above about 21%;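 further: UHRF1 SRA domain binding a hemimethylated CpG hairpin DNA probe; 0% = median of test compound wells and 100% = reference inhibitor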
PG9 Ab binder – small molecules binding HIV-1 gp120 antibody PG9; 0.43% of 360,000 active; TR-FRET gp120-PG9 antibody binding; inhibition, % at 6.7 µM; AID 624416; in the data active means inhibition above about 8.5%
TDP2 inh – TDP2 (human) inhibition, absorbance primary screen. recombinant TDP2, T5PNP hydrolysis, p-nitrophenol absorbance 415 nm. O95551. inhibition, % at 12.8 µM. 0.34% of 370,000 active;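 active means inhibition above the mean of all tested compounds plus 3 SD, set per campaign, cut at about 25% in these data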;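 further: 0% = DMSO with enzyme and 100% = buffer with substrate but no TDP2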
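Assay system: recombinant human TDP2 / Reagent: T5PNP substrate at 5 mM, a TopII-DNA adduct mimic / Measured by: epi absorbance from released p-nitrophenol / Evaluation: % inhibition relative to enzyme-containing and enzyme-free wells / Control set: enzyme-free and DMSO wells / Replicates: each compound tested once, singlicate / Schedule: enzyme reaction with compound for 2 h at 37 °C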
LEDGF integ inh – blocks HIV-1 LEDGF/p75-dependent DNA integration | TR-FRET IN-LEDGF/p75 DNA integration, Eu/Cy5 | inhibition, % at 3.7 µM | 0.64% of 370,000 active | AID 743269;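 active means inhibition above the screen-wide mean plus 3 SD, cut at about 13% in these data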;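 further: signal is the Cy5 over europium emission ratio at 671 and 618 nm; 0% = plate median of compound wells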
SIAE inh – human SIAE inhibition, primary screen | Q9HAT2 | SIAE FP-Rh probe binding, fluorescence polarization | inhibition, % at 9.66 µM | 0.69% of 370,000 active;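 active means inhibition above a cutoff: mean of compounds within the control limits plus 3 SD of those, cut at about 17% in these data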;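 further: 0% = plate median of compound wells and 100% = probe without SIAE protein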
mABHD4 FP – inhibitors of mouse ABHD4 | inhibition, % at 8.92 µM | Q8VD66 | 0.54% of 370,000 active | purified mABHD4, FP-Rh probe fluorescence polarization;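 active means inhibition exceeding the mean over every tested compound plus 3 SD, cut at about 30% in these data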;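 further: 0% = plate median of compound wells and 100% = S159A mutant with DMSO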
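Assay system: mouse ABHD4 enzyme, wild type / Also added: fluorescent activity-based probe FP-Rh / Doses: single nominal dose of 8.92 µM, 0.89% DMSO final / Timing: 45 min compound pre-incubation plus 60 min probe step, 25 °C / Signal: FP readout, ex 525 nm / em 598 nm / Control set: S159A mutant/DMSO as 100%, compound-well median as 0%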
An asterisk follows results filed as active; · = no result given.

SMILES | TCR-CD3 inh | HTRA1 inhibitor | PRMT1 FP inh | Tn7 DDE FP | UHRF1 MBD2 ctr | PG9 Ab binder | TDP2 inh | LEDGF integ inh | SIAE inh | mABHD4 FP
CCC(C)c1nc2ccsc2c(N2CCOC2=O)c1-c1ccccc1 (configuration not stated) | -9 | -4 | 2 | 3 | 3 | -1.3 | -3 | 0 | 5 | -2
Cc1ccc(C(=O)NC2(C(F)(F)F)NC(=O)N(c3ccc(Cl)cc3)C2=O)cc1 (configuration not stated) | -1 | -17 | 0 | 7 | 0 | -2.0 | 5 | -3 | -1 | -8
COc1ccc([N+](=O)[O-])cc1NC(=O)c1ccc(CN(c2ccc(C)c(C)c2)S(C)(=O)=O)cc1 | 0 | -14 | -3 | -2 | 1 | -1.9 | 13 | 2 | -9 | -6
COC(=O)C[C@H]1CC[C@H](NC(=O)c2cccc(F)c2)[C@@H](CO)O1 | -6 | · | -9 | 2 | 1 | -0.6 | 5 | 1 | 4 | 1
C=C(C)COC(=O)C1CC2OC2CC1C(=O)OCC(=C)C (configuration not stated) | 3 | 3 | 1 | -13 | 1 | 0.1 | 8 | 2 | -2 | -1
COc1cc(OC)c(CN2CCC(Cc3ccccc3)CC2)cc1Br | 11 | -5 | -2 | 6 | -1 | -0.4 | 2 | 1 | 10 | 9
C/C(=N\OC(=O)c1cccc(C)c1)c1sc(-c2ccccc2)nc1C | 15 | -4 | -4 | -2 | -2 | -2.8 | -1 | 0 | 7 | 1
CCCCc1cc(=O)oc2cc(OCC(=O)N[C@@H](Cc3ccccc3)C(=O)O)ccc12 | 2 | -5 | -4 | -6 | 0 | 0.1 | -1 | -2 | 3 | 1
CCOc1ccc(NC(=S)Nc2cccc3cnccc23)cc1 | 0 | 12 | 6 | 2 | -2 | -1.3 | 15 | 7 | 8 | 12
CCOC(=O)C1=C(C)N=c2s/c(=C/c3ccc(OCC(=O)O)cc3)c(=O)n2C1c1ccc(F)cc1 (configuration not stated) | 9 | -30 | 37* | -4 | -3 | -0.6 | 4 | 7 | -16 | -45
COCCNC(=O)/C(C#N)=C/c1c(N2CCN(C)CC2)nc2ccccn2c1=O | 2 | -5 | -8 | 0 | -3 | -2.2 | 5 | 1 | 7 | -4
COc1ccc(OC)c(/C(C)=N/Nc2ccc(C(=O)O)cc2)c1 | 2 | 5 | 4 | -2 | -2 | -5.4 | 6 | -5 | 0 | 1
COc1cccc(OCC(=O)NC2CCCCCC2)c1 | 4 | -15 | 1 | -6 | 2 | -1.2 | -2 | 4 | 10 | 7
C#CCNC(=O)CSCc1nc(-c2ccc(OCC)cc2)oc1C | · | · | 10 | -1 | 1 | · | 12 | -1 | 3 | 4
Cc1nc(NCCCN2CCOCC2)c2oc3ccccc3c2n1 | 5 | -2 | 0 | -5 | 0 | -0.5 | 5 | -7 | -1 | -3
O=C(Nc1ccncc1)Nc1ccc(F)cc1F | 5 | 0 | -3 | 0 | 2 | -1.3 | -7 | 4 | -4 | -1
CN1CC(=O)N2[C@H]3c4ccccc4OC[C@@H]3[C@H](c3ccccc3)[C@]2(C)C1=O | 0 | 2 | -1 | -7 | 1 | -1.4 | 5 | 2 | 2 | 3
NNc1nnc(-c2ccccc2)c(-c2ccccc2)n1 | -8 | 5 | 2 | -2 | 0 | -0.4 | -4 | -5 | 4 | 8
Cc1ccc(-n2cc(C(C)(C)C)[nH]c2=S)cc1 | -3 | -6 | 6 | 4 | 0 | 0.7 | 1 | 0 | 10 | 0
Cc1ccc(OCC2Cn3c(nc4c3c(=O)n(C)c(=O)n4C)O2)cc1 (configuration not stated) | 1 | 5 | 2 | 7 | 0 | -1.1 | -7 | -2 | -1 | -2
CCn1c(CNC(=O)c2ccco2)nnc1SCC(=O)Nc1cc(C(F)(F)F)ccc1Cl | 5 | 1 | -3 | 1 | 0 | 1.4 | 11 | 5 | 6 | 3
C=Cc1ccc2c(c1)OCCOCCOCCOCCOCCO2 | -2 | 5 | -5 | -4 | 2 | -2.6 | 2 | 2 | 4 | -5
N#Cc1cccc(NC(=O)c2cc(C3CCCCN3C(=O)CCCc3ccccc3)on2)c1 (configuration not stated) | 1 | · | 2 | 2 | -1 | -0.3 | 7 | 2 | -29 | 1
CC(C)N(Cc1ccccc1)C(=O)COC(=O)c1ccc(S(=O)(=O)N2CCOCC2)cc1 | -3 | 1 | -4 | -6 | 4 | -1.4 | -4 | 1 | 4 | -3
COc1ccc(S(=O)(=O)N(CC(=O)N/N=C/c2ccccc2C(=O)O)c2ccccc2OC)cc1 | 1 | -2 | 5 | 7 | 3 | -0.1 | -7 | -8 | -2 | 1

A draw from above in order of length of the SMILES, lowest first:
SMILES | TCR-CD3 inh | HTRA1 inhibitor | PRMT1 FP inh | Tn7 DDE FP | UHRF1 MBD2 ctr | PG9 Ab binder | TDP2 inh | LEDGF integ inh | SIAE inh | mABHD4 FP
Cc1nc(NCCCN2CCOCC2)c2oc3ccccc3c2n1 | 5 | -2 | 0 | -5 | 0 | -0.5 | 5 | -7 | -1 | -3
CCC(C)c1nc2ccsc2c(N2CCOC2=O)c1-c1ccccc1 (configuration not stated) | -9 | -4 | 2 | 3 | 3 | -1.3 | -3 | 0 | 5 | -2
N#Cc1cccc(NC(=O)c2cc(C3CCCCN3C(=O)CCCc3ccccc3)on2)c1 (configuration not stated) | 1 | · | 2 | 2 | -1 | -0.3 | 7 | 2 | -29 | 1
CC(C)N(Cc1ccccc1)C(=O)COC(=O)c1ccc(S(=O)(=O)N2CCOCC2)cc1 | -3 | 1 | -4 | -6 | 4 | -1.4 | -4 | 1 | 4 | -3
CN1CC(=O)N2[C@H]3c4ccccc4OC[C@@H]3[C@H](c3ccccc3)[C@]2(C)C1=O | 0 | 2 | -1 | -7 | 1 | -1.4 | 5 | 2 | 2 | 3

(list continues)
SMILES | TCR-CD3 inh | HTRA1 inhibitor | PRMT1 FP inh | Tn7 DDE FP | UHRF1 MBD2 ctr | PG9 Ab binder | TDP2 inh | LEDGF integ inh | SIAE inh | mABHD4 FP
CC(C)(C)OC1NS(=O)(=O)OCC1NCOC(Cl)(Cl)Cl (configuration not stated) | 8 | 0 | 5 | 2 | 9 | 0.4 | 9 | 1 | 5 | 8
CCN(Cc1ccccc1)C(=O)CN1C(=S)NC(C)(C)CC1C (configuration not stated) | -4 | -5 | 0 | 2 | 5 | 1.7 | -9 | 2 | -11 | 0
O=C1C=C(NNC(=O)c2cccnc2)CC(c2ccco2)C1 (configuration not stated) | 2 | 8 | 42* | 16* | -1 | -1.0 | 2 | 0 | 8 | 14
C=CCn1c(SCC(=O)Nc2cccc3ccccc23)nnc1-c1cnccn1 | -3 | 3 | 3 | 0 | 1 | 1.3 | 5 | -4 | -3 | 0
Cc1ccc(C2C(C(=O)c3cc4ccccc4o3)=C(O)C(=O)N2CCN2CCOCC2)cc1 (configuration not stated) | -6 | -7 | 2 | 2 | 0 | 10* | 4 | 0 | 2 | 4
COCCNC(=O)c1ccc(Cl)c(Cl)c1 | 0 | 4 | 1 | -5 | 3 | -0.3 | 7 | -2 | -1 | 4
CCOc1ccc(-n2c(Cc3cc(=O)[nH]c(=O)[nH]3)nnc2SC(C)C(=O)OC)cc1 (configuration not stated) | -3 | 6 | 6 | 1 | 2 | -0.8 | -1 | -2 | 3 | 4
CN(C)c1cccc2c1c(NC(=O)Nc1ccc(F)cc1F)nn2C | -8 | 12 | 1 | 2 | -1 | 0.3 | 4 | 1 | 0 | 6
CCN(CC)S(=O)(=O)c1ccc(NS(=O)(=O)c2ccc(O)c([N+](=O)[O-])c2)cc1 | -7 | -8 | 5 | -5 | 5 | -1.0 | 1 | -4 | 4 | 1
CC(=O)N/C(=C/c1ccc2c(c1)OCO2)C(=O)NCC(=O)O | 7 | -1 | -1 | 1 | -2 | -0.2 | 8 | -1 | 1 | 8
CCc1ccc(CN2CCC(n3nccc3NC(=O)c3ccc4c(c3)OCO4)CC2)cc1 | 10 | -10 | -4 | -1 | -1 | 1.5 | -4 | 0 | 1 | -1
Nc1cc(-c2ccccc2)nn1Cc1ccccc1 | -9 | 10 | -1 | 8 | -1 | 0.4 | 2 | -4 | -5 | -2
Cc1ccc(NC(=S)N2CCCC2)cc1C | 7 | -6 | -2 | -1 | 0 | -2.8 | 5 | 1 | 5 | 6
CCOC(=O)CSC(C)C(=O)Nc1nnc(C(C)C)s1 (configuration not stated) | -7 | 0 | -1 | -5 | 2 | 1.5 | 7 | 1 | 2 | -5
Cc1ccc(C)c(NC(=S)NNC(=O)c2csc(C(C)C)c2)c1 | -6 | -3 | -1 | 1 | -2 | -0.3 | 4 | -3 | -2 | 0
O=C(NCCS(=O)(=O)NCc1ccc(Cl)cc1)c1ccccc1 | -5 | 2 | -1 | 10 | -1 | 0.1 | -3 | -1 | -1 | 1
COc1cc(OC)cc(C(=O)N[C@H](C(=O)Nc2ccc(F)cc2F)C(C)C)c1 | -11 | -8 | 3 | -3 | 3 | -1.0 | 3 | -5 | -3 | -4
O=C1C[C@@H]2c3c(cccc3CN1Cc1ccccc1Cl)C[C@@H](O)[C@H]2O | -1 | 1 | 1 | -3 | 3 | -1.1 | 8 | 3 | -2 | 6
Cc1ccc(S(=O)(=O)Nc2ccc(C(=O)NCc3ccccn3)cc2)cc1 | -4 | 4 | 1 | 0 | 1 | -3.2 | 8 | 0 | -3 | 1
O=C(Nc1cccc(C(=O)N2CCN(Cc3ccccc3)CC2)c1)c1ccccc1 | 12 | -14 | 1 | 3 | 1 | -1.0 | -4 | -2 | 0 | 2
CSCc1c(C(=O)NC2CCCc3ccccc32)oc2ccccc12 (configuration not stated) | -4 | -4 | 5 | 0 | 1 | 0.6 | 5 | -2 | -6 | -1
CC(C)(C)c1ccc(C(=O)CCC(=O)NCc2ccccc2)cc1 | -8 | -27 | 5 | 0 | 1 | 0.0 | 9 | -2 | -2 | -7
COc1ccc(NC(=O)CN2C(=O)CSc3ncccc32)cc1 | 2 | 7 | -2 | 0 | 2 | -1.8 | 6 | 2 | 5 | 2
NC(=O)c1cc2n(n1)C(C(F)(F)F)CC(c1ccco1)N2 (configuration not stated) | -1 | -1 | -1 | 2 | 1 | 0.1 | -1 | -4 | 4 | 6
COc1ccc([C@H]2C[C@H](O)[C@@H](n3cc(-c4ccc(F)cc4)nn3)CN2Cc2cccs2)cc1 | -7 | -87 | -3 | -2 | 2 | -1.1 | -2 | -1 | -56 | -7
O=C(CSc1nnc(CN2CCOCC2)n1-c1ccc(Cl)cc1)Nc1cc(Cl)ccc1O | 7 | -4 | 3 | 12 | -2 | -2.3 | 4 | -2 | 27* | -4
CCN(CC)c1ccc(C=Nc2cc(C)cc(C)c2)c(O)c1 | 15 | 5 | -1 | -6 | -4 | -1.8 | 7 | 2 | 6 | 3
